MsrA inhibitor: bovine MsrA inhibition; purified bovine MsrA, absorbance read-out; 0.75% of 360,000 active; inhibition, % at 15.5 µM; AID 651718; in the data active = inhibition above about 4.5%;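 note: 0% = vehicle wells with enzyme and 100% = reference inhibitor wells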
STEP inh: STEP (human) phosphatase inhibition; P54829; recombinant STEP, OMFP fluorogenic substrate, fluorescence; inhibition, % at 20 µM; 0.25% of 360,000 active;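 active = inhibition at 20 µM, scaled per plate between control wells, above about 37%, limit read from the data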;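 note: 0% = DMSO with enzyme and substrate and 100% = substrate only without enzyme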
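System: STEP phosphatase, cell-free reaction; Buffer or medium: Bis-Tris pH 6.0 buffer with DTT, detergent; Incubation: 20 min at room temperature, dark; Measured by: fluorescence, 480/540 nm.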
Scp-1 inhibitor: blocks human Scp-1 phosphatase activity; Q9GZU7; Recombinant Scp1, phosphopeptide, malachite green phosphate absorbance; inhibition, % at 20 µM; 0.88% of 340,000 active;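 active = inhibition above about 50% at 20 µM, limit read from the data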;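 note: plate controls were DMSO wells with enzyme for no effect and wells lacking enzyme for full effect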
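System: SCP-1 catalytic domain; Reagent: Phospho 17-mer peptide substrate; Doses: one concentration, 20 µM, with 1.0% DMSO; Incubation: 45 min room-temperature reaction, 5 min colour, 30 min stabiliser; Signal: Phosphate-binding colour reagent, absorbance read at 630 nm.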
NadD inh: inhibitors of Staphylococcus aureus NadD. purified NadD enzyme, colorimetric absorbance read-out. AID 602399. inhibition, % at 20 µM. 0.78% of 360,000 active; in the data active = inhibition above about 26%; note: some compounds past the cut are filed as inactive
Rpn11 inh: blocks the human proteasome subunit Rpn11 | 0.59% of 360,000 active | AID 588493 | human 26S proteasome, Ub4-pepOG fluorescence polarization; 20S core pre-blocked with epoxomicin | O00487 | calls only at 20 µM;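 active = inhibition at 20 µM, scaled to each plate's controls, above about 33%, limit read from the data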
Target sequence (O00487 whole entry, looked up): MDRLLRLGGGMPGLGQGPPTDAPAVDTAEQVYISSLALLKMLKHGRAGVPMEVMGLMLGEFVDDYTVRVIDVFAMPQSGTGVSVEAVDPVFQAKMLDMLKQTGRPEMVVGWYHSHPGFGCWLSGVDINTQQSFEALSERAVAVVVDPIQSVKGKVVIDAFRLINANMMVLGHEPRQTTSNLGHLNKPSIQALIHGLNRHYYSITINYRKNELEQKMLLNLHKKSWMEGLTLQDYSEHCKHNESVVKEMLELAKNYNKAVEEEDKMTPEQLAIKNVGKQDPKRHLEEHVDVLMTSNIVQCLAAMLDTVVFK
SUMO1 PPI mod: SUMO1-SIM interaction modulation | 0.33% of 360,000 active | AID 602429 | inhibition, % at 20 µM | SUMO1 binding to a labelled peptide, TR-FRET, 1 h | P63165; in the data active = inhibition above about 37%
Target sequence (P63165 whole entry, looked up): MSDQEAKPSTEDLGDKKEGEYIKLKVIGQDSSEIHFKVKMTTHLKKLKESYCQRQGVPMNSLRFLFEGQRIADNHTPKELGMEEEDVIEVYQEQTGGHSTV
LMPTP block: blocks human LMPTP phosphatase | recombinant LMPTP-A, OMFP fluorogenic substrate, fluorescence intensity | inhibition, % at 20 µM | 0.22% of 360,000 active;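 active = compounds that cut the enzyme signal by at least half of the control window in the single-dose screen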;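 note: plate controls were DMSO wells with enzyme plus substrate for no effect and substrate without enzyme for full effect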
Target sequence (P24666 whole entry, looked up): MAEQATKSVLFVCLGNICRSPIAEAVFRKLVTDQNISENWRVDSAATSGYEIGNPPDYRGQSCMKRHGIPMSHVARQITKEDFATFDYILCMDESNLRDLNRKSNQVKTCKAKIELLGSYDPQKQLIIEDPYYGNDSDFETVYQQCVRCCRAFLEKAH
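Test system: LMPTP-A phosphatase enzyme. Amount: LMPTP-A at 0.625 nM final in the reaction. Reagent: OMFP substrate, 400 µM final. Times: 50 min at room temperature. Signal: endpoint fluorescence intensity from OMFP dephosphorylation. Read-out basis: % inhibition. Benchmarks: no-enzyme and uninhibited controls.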
DNMT1 block: inhibitors of human DNMT1. P26358. AID 588458. 0.83% of 360,000 active. DNMT1 molecular beacon, Hinp1I cleavage, fluorescence. inhibition (reported as % activation of signal), % at 10 µM; in the data active = inhibition above about 50%
Tb MetRS inh: blocks T. brucei methionyl-tRNA synthetase activity; purified T. brucei MetRS, ATP depletion, Kinase-Glo luminescence; inhibition, % at 11.9 µM; 0.4% of 360,000 active;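 active = inhibition above a per-plate cutoff of the control wells' mean inhibition plus 3 SD, cut at about 5.5% in these data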;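 note: 0% = DMSO wells median and 100% = median of wells with control inhibitor compound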
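Test system: purified T. brucei MetRS enzyme. Also added: ATP, methionine and E. coli bulk tRNA substrates. Compound: 11.9 µM single point. Schedule: 15 min enzyme-compound preincubation, 2 h reaction, 10 min detection, 25 °C. Signal: luciferase luminescence of residual ATP, Kinase-Glo. Evaluation: percent inhibition versus plate control medians. Controls: DMSO wells, low control.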
CSN inh: inhibitors of human CSN-mediated cullin deneddylation | inhibition, % at 12.5 µM | 0.38% of 360,000 active | Q92905 | Purified CSN, SCF-Nedd8-OG deneddylation, fluorescence polarization;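 active = pattern-corrected inhibition above about 35%, with an unprinted fluorescence ratio check between 0.5 and 1.5, limit read from the data, passing the limit was not always enough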;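 note: 0% = enzyme with substrate and 100% = substrate without enzyme; some results filed as inactive read as strong as hits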
Target sequence (Q92905 whole entry, looked up, one chain of several): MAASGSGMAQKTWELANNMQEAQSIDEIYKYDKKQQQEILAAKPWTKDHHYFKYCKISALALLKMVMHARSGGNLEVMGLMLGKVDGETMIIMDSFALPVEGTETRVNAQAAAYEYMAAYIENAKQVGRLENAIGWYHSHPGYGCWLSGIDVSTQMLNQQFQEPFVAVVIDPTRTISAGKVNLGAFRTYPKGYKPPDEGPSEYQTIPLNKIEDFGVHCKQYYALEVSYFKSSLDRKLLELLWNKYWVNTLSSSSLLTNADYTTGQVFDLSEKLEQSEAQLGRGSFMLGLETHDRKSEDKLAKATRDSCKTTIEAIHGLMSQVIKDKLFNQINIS
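Detection – fluorescence polarization · System – HEK293T-derived human Csn5 enzyme · Controls – substrate-only high control, full reaction low control · Timing – 90 min, room temperature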
The depositor's hits bear a star; i = inactive; nt = no result given; & = joins results of further samples; ! = not confirmed by another sample. This is a random part of the collection. Share with any hit: about 3.9%.

SMILES	MsrA inhibitor	STEP inh	Scp-1 inhibitor	NadD inh	Rpn11 inh	SUMO1 PPI mod	LMPTP block	DNMT1 block	Tb MetRS inh	CSN inh
COC(=O)CCN1CCC2CC1c1cc(N3CCCCC3)ccc12 (configuration not stated)	-0.3	1.9	nt	1.8	i	1.7	-0.7	3.2	-1.0	2.0
COc1ccccc1NC(=O)C(=O)N(c1cccnc1)C(C(=O)NC(C)(C)C)c1ccccc1F (configuration not stated)	-0.9	0.8	1.7	1.1	i	-0.2	-0.5	-0.2	-0.1	-6.3
Cc1cccc(S(=O)(=O)N2CN(CC3CCCO3)c3nc4ccccc4nc32)c1 (configuration not stated)	2.4	-1.1	1.2	-0.3	i	15.4	0.2	-2.0	-0.7	1.9
O=C(c1ccncc1)c1nccn1-c1ccccn1	-0.3	-2.8	-2.0	1.5	i	-2.8	-1.1	-0.3	-0.3	4.0
Cc1nnc(N/N=C/c2c[nH]c3ccccc23)[nH]c1=O	3.7	2.1	-7.4	-6.8	i	-10.1	1.4	-2.9	-0.1	1.2
N#CCCN(Cc1ccccc1)C(=O)Nc1ccc2c(c1)CCO2	0.4	1.2	-7.0	-11.4	i	5.1	-0.6	1.5	-0.9	-2.2
CC(=O)c1sc(-c2ccc(F)cc2)cc1NS(=O)(=O)c1ccc(C)cc1	1.0	4.5	-14.2	-7.9	i	-3.7	3.5	-2.2	0.1	2.0
CCCNC(=O)C1(C)CCN(CCOc2ccc(Cl)cc2)C1 (configuration not stated)	0.4	-2.1	nt	-1.7	i	1.3	0.9	5.4	-0.2	-0.1
COc1cccc(NC(=O)c2cnc(SCC(=O)NCc3ccc4c(c3)OCO4)n(C)c2=O)c1	-0.2	2.0	1.0	1.3	i	-47.0	0.7	-2.2	-0.4	5.0
O=C1CC(C(=O)N2CCN(c3ccccn3)CC2)CN1Cc1ccccc1Cl (configuration not stated)	-0.5	2.1	-3.8	-3.4	i	6.7	0.2	1.9	-0.1	-5.2
Cc1ccc(Nc2nc(CSc3nnc(-c4ccc(F)cc4)n3C)cs2)cc1	1.3	0.6	1.3	4.7	i	-0.4	1.4	-25.4	-0.2	4.7
Cc1cccc(C(=O)N=c2c(C#N)cc3c(=O)n4cccc(C)c4nc3n2Cc2ccco2)c1	1.5&1.8	5.6&4.5	84.7*!	42.0*	i	51.0*!	35.8&9.3	50.9*!	0.0&-0.1	12.1&11.0
CC(=O)c1ccccc1C(=O)N1CCCC(C(=O)c2ccc(C(F)(F)F)cc2)C1 (configuration not stated)	-0.8	-3.8	-3.4	2.2	i	-1.1	0.1	2.9	-0.2	-3.0
O=C(COC(=O)/C=C/c1ccc([N+](=O)[O-])cc1)NCC1CCCO1 (configuration not stated)	0.8	-0.6	-1.0	-1.7	i	-31.2	-1.5	5.6	-1.7	2.0
N#Cc1c(N)n[nH]c1Cc1cccc2ccccc12	1.4	-0.2	1.9	0.4	i	0.1	-0.3	-0.1	0.8	-1.2
COc1cc(C(=O)NCCC(=O)NCCN2CCOCC2)cc(OC)c1OC	nt	-1.8	-2.2	-1.7	i	-0.1	-0.9	1.2	-0.9	-2.8
O=C(COC(=O)Cc1n[nH]c(=O)c2ccccc12)Nc1ncc(Cl)cc1Cl	0.1	1.8	-4.3	2.0	i	7.6	-0.7	3.6	-0.5	-2.5
CCCCOC(=O)/C=C\C(=O)NC(N)=O	0.3	-1.9	-5.2	-6.2	i	3.4	0.0	-0.8	-0.3	4.3
COc1ccc(-n2nc(C(=O)NCC(=O)N3CCCCC3)c3ccccc3c2=O)cc1	1.4	-2.4	-7.9	-3.7	i	-14.0	0.1	0.0	0.8	1.1
CCC(=O)Nc1cc2c(C)cc(=O)oc2cc1C	-0.1	-0.1	-8.7	-4.8	i	8.8	-0.5	1.5	-0.4	2.6

Rewritten with bars between the fields: 3 of the compounds above
compound | MsrA inhibitor | STEP inh | Scp-1 inhibitor | NadD inh | Rpn11 inh | SUMO1 PPI mod | LMPTP block | DNMT1 block | Tb MetRS inh | CSN inh
CC(=O)c1sc(-c2ccc(F)cc2)cc1NS(=O)(=O)c1ccc(C)cc1 | 1.0 | 4.5 | -14.2 | -7.9 | i | -3.7 | 3.5 | -2.2 | 0.1 | 2.0
CCCNC(=O)C1(C)CCN(CCOc2ccc(Cl)cc2)C1 (configuration not stated) | 0.4 | -2.1 | nt | -1.7 | i | 1.3 | 0.9 | 5.4 | -0.2 | -0.1
COc1cccc(NC(=O)c2cnc(SCC(=O)NCc3ccc4c(c3)OCO4)n(C)c2=O)c1 | -0.2 | 2.0 | 1.0 | 1.3 | i | -47.0 | 0.7 | -2.2 | -0.4 | 5.0

Additional records follow:
SMILES	MsrA inhibitor	STEP inh	Scp-1 inhibitor	NadD inh	Rpn11 inh	SUMO1 PPI mod	LMPTP block	DNMT1 block	Tb MetRS inh	CSN inh
O=C1C2C3C=CC(C3)C2C(=O)N1c1ccncc1 (configuration not stated)	0.1	5.1	-1.9	-6.3	i	-0.3	-1.6	-2.6	0.4	-1.6
O=C(NCc1ccco1)C(C(=O)c1ccc(F)cc1)n1ccccc1=O (configuration not stated)	1.0	1.8	-11.2	1.5	i	-2.1	0.1	2.0	-0.9	-0.9
CCN(CC)C(=O)CSc1nnc(CCN)o1	0.1	-4.1	-4.3	8.1	i	-2.6	-4.9	2.6	-0.6	3.6
COc1ccc(-c2c(-c3ccc(C#N)cc3)oc(=O)c3cc(OC)c(OC)cc23)cc1	-0.1	0.7	-5.8	-2.5	i	-10.9	1.5	-5.4	-0.1	-1.8
COc1ccc(N2CCN(CC(=O)NC(=O)NCc3ccco3)CC2)cc1	-0.5	0.1	-3.9	-5.4	i	2.9	-1.5	-8.3	-0.2	-4.2
COc1cc(OC)cc(C(=O)NNC(=O)c2ccc(-n3cncn3)c([N+](=O)[O-])c2)c1	-0.6	0.7	-8.9	1.5	i	-26.1	-1.7	0.7	6.0*	-2.2
Cc1cccc(NC(=O)CC23CC4CC(C2)CC(n2nnc(C)n2)(C4)C3)c1	-0.5	-0.2	0.6	-2.1	i	1.2	-0.7	-4.6	0.8	-0.9
N/C(=N\OC(=O)c1ccc(Cl)cc1)c1cccnc1	1.0	3.1	9.4	-3.8	i	1.1	-0.4	2.1	-3.3	-4.9
O=C(NCc1ccccc1)c1cc(C2CCCCN2C(=O)c2ccc(Cl)cc2)on1 (configuration not stated)	-1.6	1.0	nt	1.3	i	-0.4	0.7	2.0	-0.3	-1.9
CCCc1nnc(SCC(=O)Nc2ccc(NC(C)=O)cc2)n1-n1cccc1	0.6	-0.5	-1.2	8.2	i	0.8	-0.3	-1.1	-0.4	-1.9
O=[N+]([O-])c1ccc(S(=O)(=O)NN=Cc2ccc3c(c2)OCO3)cc1	1.0	-2.3	-9.6	-4.2	i	-27.3	-1.1	5.7	-0.4	5.5
Cc1ccc(-n2nc3ccc(NC(=O)c4ccc5c(c4)OCO5)cc3n2)cc1	0.8	2.4	-8.6	0.0	i	0.5	23.8	14.1	-0.8	3.9
c1ccc(N2CCN(C3CC4CCC3C4)CC2)cc1 (configuration not stated)	-0.7	-3.2	-6.2	-2.0	i	-5.1	-1.7	0.5	-0.4	-2.7
O=C(NCC(=O)N1CCN(S(=O)(=O)/C=C/c2ccccc2)CC1)c1ccccc1F	-1.1	3.0	-5.2	-2.6	i	2.6	-0.6	0.3	-0.4	2.9
COc1cc(CN2C(=O)C(Cc3ccccc3)ON=C2c2ncccc2C)cc(OC)c1 (configuration not stated)	-0.7	-0.3	nt	-4.0	i	1.6	1.9	5.8	0.1	-2.1
CCOc1cccc(OCCCNCCCOC)c1	-1.2	-0.5	-10.1	-1.2	i	17.8	-0.2	3.7	0.0	3.1
CC(=O)N1CC2(NC(=O)c3ccccc3N2)c2ccccc21 (configuration not stated)	0.5	-0.9	-2.8	1.6	i	-2.7	-2.2	0.3	-0.2	-5.0
CC1CCN(C(=O)c2ccc3ccccc3c2)CC1	-1.0	-0.8	-4.6	-2.2	i	-9.3	-0.9	1.3	-0.6	-5.1
O=C(OCC(O)C(O)COC(=O)c1ccccc1)c1ccccc1 (configuration not stated)	-0.6	-1.2	0.3	5.8	i	0.8	-0.7	0.9	-0.5	3.8
Cc1ccc(C(C(=O)NC2CCCCC2)N(C(=O)c2csnn2)C2CCCC2)o1 (configuration not stated)	0.1	2.5	-9.7	3.1	i	-4.0	-0.6	9.3	-0.6	-0.9
CCOC(=O)c1cnc2c(CC)cccc2c1NCCN1CCOCC1	0.6	0.9	-3.5	0.2	i	-0.5	2.2	0.2	-0.9	-1.5
CC(OC(=O)CNC(=O)c1ccccc1)C(=O)Nc1ccc(S(=O)(=O)N2CCOCC2)cc1 (configuration not stated)	0.3	-3.0	-7.8	3.7	i	0.6	-0.6	-0.5	-0.6	3.4
O=C(NCc1ccco1)c1cccc(-c2ccc3nncn3c2)c1	0.1	0.6	nt	2.4	i	-18.9	-2.0	2.3	-0.1	6.5
COCc1ccc(CN2CCC(n3nccc3NC(=O)CCCc3ccccc3)CC2)o1	0.1	-1.3	-7.4	-3.7	i	-1.9	-0.4	-1.4	-0.4	3.5
COC(=O)[C@H](CC(C)C)NC(=O)/C=C/[C@H]1O[C@@H](n2ccc(=O)[nH]c2=O)[C@H](O)[C@@H]1O	-1.3	-3.0	nt	-2.5	i	7.4	-0.7	6.6	-0.3	7.5
CC(C)(C)NC(=O)c1ccc2c(c1)C(=O)N(Cc1ccco1)C2=O	-0.2	-0.6	1.2	1.6	i	-16.3	-0.6	0.2	-0.5	-4.5
O=C(O)CCC(=O)Nc1sc2c(c1C(=O)NC1CCCC1)CCCC2	1.2	1.7	-3.6	0.8	i	7.3	-0.2	-1.3	-0.1	3.8
O=C(C1CCN(Cc2ccc(Cl)cc2)CC1)N1CCN(Cc2ccc3c(c2)OCO3)CC1	-0.6	0.8	-10.2	-0.5	i	-0.9	1.1	-1.8	-0.2	2.2
O=C(/C=C/c1cccc([N+](=O)[O-])c1)n1cnc2ccccc21	0.4	-2.0	1.4	8.9	i	0.5	-0.8	3.5	0.3	4.4
CCOc1ccc(C2C(C#N)=C(N)Oc3cc(C)n(Cc4ccco4)c(=O)c32)cc1OC (configuration not stated)	-0.5	2.1	-12.7	-1.7	i	-5.8	0.4	-1.0	1.2	8.4

Exported with values ahead of the structure: part of the list above.
| MsrA inhibitor | STEP inh | Scp-1 inhibitor | NadD inh | Rpn11 inh | SUMO1 PPI mod | LMPTP block | DNMT1 block | Tb MetRS inh | CSN inh | mol |
| --- | --- | --- | --- | --- | --- | --- | --- | --- | --- | --- |
| 1.4 | -2.4 | -7.9 | -3.7 | i | -14.0 | 0.1 | 0.0 | 0.8 | 1.1 | COc1ccc(-n2nc(C(=O)NCC(=O)N3CCCCC3)c3ccccc3c2=O)cc1 |
| -0.8 | -3.8 | -3.4 | 2.2 | i | -1.1 | 0.1 | 2.9 | -0.2 | -3.0 | CC(=O)c1ccccc1C(=O)N1CCCC(C(=O)c2ccc(C(F)(F)F)cc2)C1 (configuration not stated) |
